Bioassay records as filed in PubChem.
Lipid storage S3: qHTS Assay for Lipid Storage Modulators in Drosophila S3 Cells; Drosophila S3 cells, BODIPY lipid droplet fluorescence, 18-24 h; cells fed with added oleic acid; lipid storage change, negative = inhibition, % at the top dose, mostly 46.1 µM; hits show Potency in µM; 320,000 compounds, 0.64% hits; AID 2685; active = well fitted inhibition curve with a large enough effect in the signal ratio, with a control signal flat, not every such curve was filed as active; inconclusive = small, poorly fitted or top-dose-only effect, or effect the other way, or a change in a side signal; the % refers to the signal ratio
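Laser-scanning cytometry quantifies lipid droplet accumulation (500–530 nm total intensity; droplet/cell object ratio) in oleic acid-fed (400 uM added) Drosophila S3 cells treated with a concentration series. 20 uM Triacsin C defined 100% inhibition.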
Lipid storage S3 cell count max: recorded beside Lipid storage S3, whose call it bears; cell number change, %; measured here: cell count max response;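 cells counted by Cell Tracker Red CMTPX staining in the red channel; peak over a dose series mostly up to 46.1 µM; percent activity relative to internal control wells on each plate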
The depositor's hits bear a star; i = inactive; u = inconclusive; x = not tested or not shown; [ ] = dose if it differs, or a comment. % is set by controls: 0 for no effect and ±100 for the full control effect; potency is the fitted concentration of half-maximal effect. The list is partial; count on the stated rates, not on these rows.

The opening two compounds, to show the layout:
Under each structure: Lipid storage S3 | Lipid storage S3 cell count max
- CCOc1ccc(NC2c3ccccc3C(=O)N2Cc2ccc3c(c2)OCO3)cc1 (centres undefined)
  u | x
- COc1ccc2cnnc(SCC(=O)Nc3ccc(C(=O)O)cc3)c2c1OC
  u | x

The list itself (from the top)
Under each structure: Lipid storage S3 | Lipid storage S3 cell count max
- CCOc1ccc(NC2c3ccccc3C(=O)N2Cc2ccc3c(c2)OCO3)cc1 (centres undefined)
  u | x
- COc1ccc2cnnc(SCC(=O)Nc3ccc(C(=O)O)cc3)c2c1OC
  u | x
- COc1cc(OC)c(NC(=O)N2CCOCC2)cc1Cl
  u | x
- NC(=O)c1ccc(C[C@H](C(=O)O)N2C(=O)c3ccc(C(=O)O)cc3C2=O)cc1
  -1% | -1
- CC(Sc1ccccc1)C(=O)NCCc1ccccc1 (centres undefined)
  0% | 1
- O=C(O)CSc1nnc(-c2ccc(S(=O)(=O)N3CCCC3)cc2)n1Cc1ccco1
  u | x
- Cc1nc(C)c(-c2ccc(SCc3ccccc3C)nn2)s1
  u | x
- CCOC(=O)CSc1nnc(-c2c[nH]c3ccccc23)o1
  u | x
- CN(C(=S)NC(=O)c1ccccc1)C1CCCCC1
  -28% | -9
- O=C(NN1CCOCC1)c1ccc(Cl)cc1
  u | x
- Cc1ccccc1OCC(=O)NCCCNC(=O)c1ccco1
  u | x
- O=C(CCC(=O)Nc1ccc(F)cc1)N/N=C/c1c[nH]c2ccccc12
  u | x
- COc1ccc(C(Nc2cc(C)ccn2)c2ccc3ccc(C)nc3c2O)cc1 (centres undefined)
  u | x
- Cc1cccc(NC(=O)Cc2noc3ccccc23)c1
  7% | -8
- CCOc1ccc(N(CC(=O)NCc2ccccc2C)S(C)(=O)=O)cc1
  u | x
- Cc1cc(NC(=O)CSc2nnc(-c3c[nH]c4ccccc34)n2-c2ccc(Cl)cc2)no1
  u | x
- Cc1csc2nc(CNS(=O)(=O)N(C)C)cn12
  u | x
- O=C(CSc1nnc(CCCN2C(=O)c3cccc4cccc(c34)C2=O)n1-c1ccccc1)N1CCCCC1
  -11% | -9
- CCCC(=O)Nc1ccc2c(c1)nc(CN1CCCC1)n2C
  u | x
- O=C(Nc1ccc2c(c1)nc1n2CCOC1)c1ccccc1
  u | x
- O=C1NCC(COCc2ccco2)O1 (centres undefined)
  16µM* | 1.0*
- CCCCCC(=O)NNC1CC(=O)N(c2ccccc2)C1=O (centres undefined)
  13% | -1
- O=C(c1ccc(NS(=O)(=O)/C=C/c2ccccc2)cc1)N1CCCCC1
  16% | -17
- CN(Cc1ccccc1)c1ccc2nnc(-c3ccccc3)n2n1
  u | x
- O=C(c1ccco1)N(CCC(c1ccccc1)c1ccco1)Cc1ccco1 (centres undefined)
  -1% | 16
- Cc1ccnc(SCC(N)=O)n1
  u | x
- Cc1ccc(S(=O)(=O)N(CC(=O)NCc2ccncc2)C2CCCCC2)cc1
  u | x
- CCOC(=O)C1CCN(Cc2cccc(Oc3ccc(Cl)cc3)c2)CC1
  i | -1
- Cc1cccc(OCCCC(=O)NNC(=O)CCN2CCN(c3ccccc3)CC2)c1
  u | x
- O=C(NCc1ccncc1)C(=O)N/N=C/c1ccccc1OCc1ccccc1
  u | x
- COc1ccccc1CN1CC(C(=O)NCc2cc(C)on2)CCC1=O (centres undefined)
  5% | 7
- CCOC(=O)COc1cccc2c(=O)n(CC(=O)N3CCCCC3)ccc12
  u | x
- O=C(COc1ccc(F)cc1)Nc1nnc(C2CCCCC2)s1
  u | x
- Nc1c(NCc2ccccc2)c2ccccc2oc1=O
  -10% | -5
- Cc1ccc(C2CC(c3cccs3)=NN2C(=O)c2ccco2)o1 (centres undefined)
  u | x
- C=CCC(CC=C)(C(=O)O)c1ccccc1
  u | x
- CCCNC(=O)C1CCN(S(=O)(=O)c2ccc3[nH]c(=O)ccc3c2)CC1
  u | x
- COc1cc(-c2ccc(NC(=O)c3ccc(C)cc3)c(OC)c2)ccc1NC(=O)c1ccc(C)cc1
  23% | 15
- COC(=O)c1c(-c2ccccc2)csc1NC(=O)c1c(-c2ccccc2)noc1C
  -1% | -1
- CCOC(=O)C1CCN(C(=O)COc2ccc(S(=O)(=O)NC(C)C)cc2)CC1
  u | x
- CCOC(=O)C1=C(N)Oc2ccc3ccccc3c2C1c1ccc(O)c(OC)c1 (centres undefined)
  i | x
- CCOc1cccc(OCCCCN2CCOCC2)c1
  u | x
- Cc1cc(N/C(=N\S(=O)(=O)c2ccc(Cl)cc2)c2ccc(F)cc2)no1
  u | x
- Cc1cc(C(=O)N2CCN(S(C)(=O)=O)CC2)sc1-c1ccccc1
  u | x
- O=C(NCC(c1cccnc1)N1CCN(c2ccccc2)CC1)OCc1ccccc1 (centres undefined)
  u | x
- O=C(COc1ccc2c3c(c(=O)oc2c1)CCCC3)N1CCN(c2ccc(F)cc2)CC1
  u | x
- COc1ccc(CC(=O)NCc2ccccn2)cc1OC
  -10% | 6
- N=c1oc2ccc(Cl)cc2cc1C(=O)Nc1ccc(F)cc1
  -2% | -8
- CC(=O)Oc1ccc(-c2ccc(C(=O)NCCc3ccc(S(N)(=O)=O)cc3)cc2)cc1
  u | x
- Cc1ccc(NC(=O)CSc2nc3c(c(=O)[nH]2)CCCC3)cc1C
  u | x
- Cn1nccc1NC(=O)Nc1cccc(Cl)c1Cl
  u | x
- O=C1NN=C(CSc2n[nH]c(=S)s2)CS1
  9% | 14
- CCOc1ccc(C(NC(=O)c2ccco2)c2ccc(OC)c(OC)c2)cc1 (centres undefined)
  i | 17
- N#CCSc1nnc(-c2ccc(S(=O)(=O)N3CCOCC3)cc2)n1CC1CCCO1 (centres undefined)
  -3% | 1
- CCCCOc1ccc(C2=CSC3=NCCN23)cc1[N+](=O)[O-]
  6% | 8
- COC(=O)[C@H](CCSC)NC(=O)NCc1ccc(S(N)(=O)=O)cc1
  u | x
- CN(CCc1ccccn1)C(=O)c1cccnc1Oc1ccccc1
  26% | x
- C=CCN1C(=O)c2ccc(C(=O)N(CC)CC(=O)Nc3ccc(OC)cc3)cc2C1=O
  -3%[0.0737 µM] | -3
- N#Cc1c(NC2CCCCC2)nc(-c2ccco2)c2c1CCCC2
  u | x
- Cc1[nH]nc2c1/C(=N\O)CCC2
  -12% | x

More structures follow.
Under each structure: Lipid storage S3 | Lipid storage S3 cell count max
- Cc1ccccc1-c1nnn(Cc2cccc(S(=O)(=O)N3CCOCC3)c2)n1
  u | x
- O=C(O)CN(CCc1ccccc1)S(=O)(=O)c1ccccc1
  -4% | 2
- Cc1ccc(C(=O)CN(CCC(=O)O)S(=O)(=O)c2ccc([N+](=O)[O-])cc2)cc1
  u | x
- Cc1c(C(=O)C(=O)N2CCN(C)CC2)c2ccccc2n1C
  u | x
- O=C(NCCc1ccccc1)c1nc(CS(=O)(=O)c2ccc(Cl)cc2)no1
  u | x
- O=[N+]([O-])c1ccc(N2CCC(O)CC2)nc1
  u | x
- COc1cc(CC(=O)OCC(=O)NC2CC2)cc(OC)c1OC
  -4% | -14
- C=CCn1c(SCC(N)=O)nnc1-c1cnccn1
  u | x
- O=C1CN(C(=O)c2ccccc2)c2ccccc2N1
  12% | -5
- CCOC(=O)C1CCN(Cc2ccc(OCc3ccccc3)c(OC)c2)CC1
  -22% | -14
- CC(CCc1ccccc1)NC(=O)C1CCN(S(=O)(=O)N2CCCCC2)CC1 (centres undefined)
  u | x
- CCOC(=O)c1nc(C)nc(Sc2n[nH]c(-c3ccccc3)n2)c1C
  0% | -6
- O=C(O)c1cccc(NC(=O)c2cccc(NC(=O)C3CCCO3)c2)c1 (centres undefined)
  u | x
- Cc1ccc(Cl)cc1NC(=O)c1ccccn1
  u | x
- Cc1ccc2c(=O)cc(C(=O)Nc3ccc(S(=O)(=O)Nc4onc(C)c4C)cc3)oc2c1
  u | x
- CCN1CCN(CC(=O)Nc2ccc(S(=O)(=O)N3C(C)CCCC3C)cc2)CC1 (centres undefined)
  i | 3
- Cc1cccc([C@@H]2[C@@H]3C(=O)N(Cc4ccccc4)C(=O)[C@@H]3[C@]3(Cc4ccccc4)C(=O)N(c4cccc(Cl)c4)C(=O)N23)c1
  21% | -8
- COC(=O)c1ccc2c(=O)n(CC3CCCO3)c(=S)[nH]c2c1 (centres undefined)
  i | -5
- CCCCCc1ccc(CC(=O)O)cc1
  -1% | 1
- CC(C)C(C(=O)NCc1ccco1)N(C(=O)CNS(=O)(=O)c1ccccc1)C1CCCC1 (centres undefined)
  4% | -1
- O=S(=O)(NCCc1ccccc1)c1ccc(Br)cc1
  u | x
- CN(C)CCCNc1oc(-c2ccccc2Cl)nc1S(=O)(=O)c1ccc(F)cc1
  19% | x
- Nn1c(Cc2cccc3ccccc23)nnc1SCc1c(F)cccc1Cl
  u | x
- Cc1c(CCC(=O)O)c(=O)oc2cc3occ(-c4ccc(Cl)cc4)c3cc12
  u | x
- CCOc1nc(C)cc(C)c1S(=O)(=O)c1cccc(C)c1
  -4% | 7
- CCc1ccc(C(=O)Nc2ccc3nc(C)ccc3c2)cc1
  -4% | 1
- CCOC(=O)N1CCN(C(=O)COC(=O)c2oc3ccc(OC)cc3c2C)CC1
  7% | 9
- CCOCCn1c(COc2ccccc2)nc2ccccc21
  i | 22
- Cc1ccc(NC(=S)NC(=O)CC2CC(C)(C)OC2=O)cc1 (centres undefined)
  19% | 6
- CCCOc1ccc(N2C(=O)CC(N3CCOCC3)C2=O)cc1 (centres undefined)
  i | 5
- NNc1nc2c(Cl)c(Cl)ccc2s1
  -5% | -17
- Cc1noc(C)c1C(=O)Nc1cccc(S(=O)(=O)N2CCOCC2)c1
  u | x
- Cc1ccc(C)n1NC(=O)c1cccs1
  u | x
- COc1cc(CNn2nnnc2N)ccc1OCc1c(Cl)cccc1Cl
  u | x
- CCOC(=O)C1=C(C)NC(SCC(N)=O)=C(C#N)C1c1ccncc1 (centres undefined)
  u | x
- COc1cc(C)c(C)cc1S(=O)(=O)N1CCN(Cc2ccccc2)CC1
  14% | -1
- Cn1c2c(c(=O)n(C)c1=O)C(c1ccc(O)cc1)Nc1ccccc1O2 (centres undefined)
  u | x
- CC(C)NC(=O)c1onc(CSc2ccc(Cl)cc2)c1C(=O)NC(C)C
  1% | 17
- N=C1CCCN1CC(=O)c1ccc(Cl)cc1
  -9% | -1
- Cc1cccc(NC(=O)CSc2nc(=O)n(CCCN3CCOCC3)c3c2CCCC3)c1
  u | x
- Cn1c(CSc2ncccn2)nnc1SCC(=O)N1CCCC1
  u | x
- O=C(CSc1nc2ccccc2[nH]1)NC(=O)NCc1ccco1
  u | x
- CS(=O)(=O)c1cccc(C(=O)NCc2ccc(F)cc2)c1
  u | x
- COC(=O)Nc1ccc(S(=O)(=O)NNC(=O)c2c(O)c3ccccc3n(C)c2=O)cc1
  u | x
- Cc1ccc(NS(=O)(=O)c2ccc(-c3coc(C)n3)cc2)c(C)c1
  u | x

Single records, as listed above. Values in the order: Lipid storage S3 | Lipid storage S3 cell count max
Cc1cccc(OCCCC(=O)NNC(=O)CCN2CCN(c3ccccc3)CC2)c1 in the list: u | x
CC(C)C(C(=O)NCc1ccco1)N(C(=O)CNS(=O)(=O)c1ccccc1)C1CCCC1 (centres undefined) in the list: 4% | -1
CCOc1ccc(NC2c3ccccc3C(=O)N2Cc2ccc3c(c2)OCO3)cc1 (centres undefined) in the list: u | x

The results go on.
Under each structure: Lipid storage S3 | Lipid storage S3 cell count max
- Cc1csc(NC(=O)C(C)Oc2ccc(Br)cc2)n1 (centres undefined)
  u | x
- CC1(C)CC(=O)/C(=C\c2cccc([N+](=O)[O-])c2)C(C)(C)N1
  u | x
- C/C(CC(=O)Nc1ccccc1C#N)=N\NC(=O)c1ccncc1
  u | x
- CCOC(=O)C1CCN(C(=O)c2ccc(NC(=O)C3CCCO3)cc2)CC1 (centres undefined)
  10% | 9
- O=C1Cc2cc(S(=O)(=O)N3CCN(c4ccccc4)CC3)ccc2N1
  i | 30
- O=C1CC(c2ccc(S(=O)(=O)N3CCCCC3)cc2)CN1 (centres undefined)
  u | x
- CCOC(=O)NCc1ccc2[nH]c(C)cc2c1
  -10% | 16
- CC1(C)CC(=O)C(C=NCCO)=C(O)C1
  u | x
- CCOc1cc(C=O)cc(Br)c1OCC(=O)NCCc1ccccc1
  -20% | 2
- Cc1ccc2c(c1)c1c(n2C)-c2[nH]ncc2CC1
  u | x
- COCCCN(C(=O)Cn1ncc2c(=O)oc3ccc(C)cc3c21)C(C)c1ccncc1 (centres undefined)
  1% | -16
- COC(=O)C(NC(=O)CCc1nnc2ccc(N3CCCCC3)nn12)C(C)C (centres undefined)
  u | x
- c1ccc(-c2ccccc2OCCOCCN2CCOCC2)cc1
  u | x
- OCCNCc1cccc(Br)c1
  u | x
- CCNC(=S)NNC(=O)c1csc(C(C)C)c1
  -4% | -25
- Cc1ccc(Nc2nc(N)c([N+](=O)[O-])c(NCc3ccco3)n2)cc1C
  u | x
- CCCc1cc(=O)[nH]c(SCC(=O)Nc2ccccc2C#N)n1
  u | x
- COc1ccccc1NC(=O)Nc1ccccc1SC
  -2% | 5
- CC(C)c1ccc(S(=O)(=O)/N=C2/C=CC(=O)c3ccccc32)cc1
  u | x
- O=C1C=C(c2cccc(Cl)c2)C[C@@H](c2ccc3c(c2)OCO3)C1
  u | x
- COc1ccc(CCNC(=O)c2nonc2N)cc1
  7% | 2
- COCCCn1c(SCC(=O)Nc2sc3c(c2C#N)CCCC3)nnc1-c1ccncc1
  u | x
- COc1ccc(N2C(=NC(=O)C(C)Oc3ccccc3)SC3CS(=O)(=O)CC32)cc1 (centres undefined)
  11% | -15
- COc1ccc(C(CC(=O)O)NC(=O)c2cccs2)cc1 (centres undefined)
  u | x
